Screening results: PubChem, National Center for Advancing Translational Sciences (NCATS)
HCV inh = qHTS Assay for Inhibitors of Hepatitis C Virus (HCV); Huh7.5.1 HCVcc-Cre infection, luciferase reporter, 44 h; Potency, µM (top dose mostly 41.8 µM), for inactives: top-dose activity change, negative = inhibition, actives largely listed as inhibitors; hit rate 3.4% among 340,000; AID 651820, 2012; also: potency is read from the fitted curve at half-maximal effect
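A cell-based infection assay in which seeded cells (1,000 per well) receive test compound after 4 h, are inoculated with HCVcc-Cre at approximately 0.5 moi, and are incubated 44 h before luminescence detection.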
AMA1 RON2 block = qHTS for Inhibitors of AMA1-RON; Towards Development of Antimalarial Drug Lead: Primary Screen; AlphaScreen AMA1-biotinylated RON2 peptide binding; Potency, µM (top dose mostly 58.2 µM), for the others: at the top dose activity change, negative = inhibition, actives largely listed as inhibitors; hit rate 0.2% among 360,000; AID 720542, 2013;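 also: potency is read from the fitted curve at half-maximal effect; 0% = vehicle wells and -100% = peptide control; nearly all actives have a fitted effect of over 45% in size; some results filed as inactive show a strong effect at the top dose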
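AMA1 (3D7) with his tag at 25 nM final met compounds first, then biotinylated RON2 peptide at 25 nM; detection used donor plus acceptor beads, 10 µg/mL apiece, read by AlphaScreen after 30 min at room temperature.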
Giardia FBPA inh = qHTS Assay for Inhibitors of Fructose-1,6-bisphosphate Aldolase from Giardia Lamblia | purified Giardia FBPA | Potency, µM (top dose mostly 59.6 µM), inactives show at the highest dose activity, negative = inhibition, most hits filed as inhibitors | hit rate 0.71% among 290,000; also: potency is read from the fitted curve at half-maximal effect; nearly all actives have a fitted effect of over 55% in size
Target sequence (A8B2U2 whole entry, looked up): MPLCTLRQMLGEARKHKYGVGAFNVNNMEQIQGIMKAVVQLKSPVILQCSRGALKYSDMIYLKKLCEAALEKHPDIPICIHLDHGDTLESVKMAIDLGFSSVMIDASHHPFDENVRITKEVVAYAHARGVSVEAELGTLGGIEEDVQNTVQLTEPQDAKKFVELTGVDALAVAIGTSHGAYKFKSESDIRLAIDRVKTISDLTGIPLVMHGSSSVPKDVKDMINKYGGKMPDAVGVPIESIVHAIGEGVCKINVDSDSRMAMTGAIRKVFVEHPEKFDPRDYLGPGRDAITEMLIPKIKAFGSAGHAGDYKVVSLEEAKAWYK
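40 nM FBPA preincubated 10 min at RT with compound (up to 57.5 uM final), then substrate plus GAPDH/TPI/NAD/arsenate coupling and diaphorase/resazurin added. Fluorescence read after 20 min at RT, 525/598 nm.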
Sm TGR block = qHTS Assay for the Inhibitors of Schistosoma Mansoni Peroxiredoxins | purified TGR, DTNB reduction, TNB absorbance 405 nm | Potency, µM (titrated, usually from 114 µM), for the others: at the top dose activity change, negative = inhibition, hits mostly inhibitors | hit rate 3% among 360,000 | AID 485364, 2010; also: potency is read from the fitted curve at half-maximal effect; nearly all actives have a fitted effect of over 60% in size
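First, TGR (20 nM dispensed) and NADPH were mixed with compound. Second, a 15 min room-temperature incubation followed. Third, further NADPH and then DTNB were added to start the reaction. Finally, TNB absorbance was monitored kinetically.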
HCMV antiviral = qHTS Assay for inhibitors of the human cytomegalovirus (HCMV); HFF cells, HCMV-luciferase reporter, 72 h; stronger effect = lower value; activity change, negative = inhibition, % at 57.5 µM; hit rate 4.5% among 410,000; in the data active = activity change below about -60%; inconclusive = no clear call, values can overlap the other calls; inactive = above about -39%
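Two-dose cell screen: HFF monolayers treated with compounds and infected with luciferase-expressing HCMV at 1 PFU/cell, 72 h at 37C, then lysed for luciferase measurement.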
AmpC inh detg = qHTS Inhibitors of AmpC Beta-Lactamase (assay with detergent). AmpC hydrolysis of nitrocefin, absorbance 480 nm, 0.01% Triton. Potency, µM (top dose mostly 114 µM), for the others: at the highest dose activity change, negative = inhibition, hits mostly inhibitors. hit rate 0.041% among 370,000;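 also: potency is read from the fitted curve at half-maximal effect; 0% = no-compound wells and -100% = no-enzyme wells; nearly all actives have a fitted effect of over 25% in size; some results filed as inactive show a strong effect at the top dose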
Target sequence (P00811 whole entry, looked up): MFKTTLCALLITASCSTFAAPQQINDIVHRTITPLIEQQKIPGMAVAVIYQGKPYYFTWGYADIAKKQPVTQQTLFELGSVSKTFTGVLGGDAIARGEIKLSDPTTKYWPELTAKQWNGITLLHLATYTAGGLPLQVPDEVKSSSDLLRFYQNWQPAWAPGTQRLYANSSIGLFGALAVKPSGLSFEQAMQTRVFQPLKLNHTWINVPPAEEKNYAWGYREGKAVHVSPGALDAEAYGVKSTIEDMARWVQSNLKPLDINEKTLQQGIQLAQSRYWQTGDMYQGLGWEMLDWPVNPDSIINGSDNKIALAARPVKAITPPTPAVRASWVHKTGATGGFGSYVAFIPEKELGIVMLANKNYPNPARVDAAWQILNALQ
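20 mM phosphate pH 7.0 + 0.01% (detergent screen) or 0.0001% Triton X-100; 5.3 nM AmpC reagent; cpd preinc 15 min RT; nitrocefin (800 uM stock) to start; A480 q20 s × 4 min; Activity was normalised to no-enzyme and no-compound control wells.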
* marks the source's active call; other numbers are inactive results; ? = inconclusive; / = no result given; & = joins results of further samples; [ ] = dose if it differs, or a comment. Unless noted, calls follow the shape of the dose curve; as a rule, active = well fitted curve in the direction sought with a large enough effect; inconclusive = small, poorly fitted or top-dose-only effect, or another doubt; inactive = no such curve, though single readings can be large; an effect the other way counts as inactive or inconclusive. Unless noted, % is scaled to controls: 0 for no effect and ±100 for the full control effect. Rows were taken by chance. About 9.3% of those tested had a hit in this group.

Second line of a record – HCV inh	AMA1 RON2 block	Giardia FBPA inh	Sm TGR block	HCMV antiviral	AmpC inh detg
1) NNC(=O)c1cc2cc3ccccc3nc2s1
    25%	75%[activator]	-9%	?	-66*	1%
2) COc1cc2nc(N3CCN(c4cc(C)ccc4C)CC3)nc(N)c2cc1OC
    7.1µM*	-19%	-14%	14%	-98*	4%
3) CN(C)CCC(c1ccc(Cl)cc1)c1ccccn1 (stereo unspecified)
    ?	17%&2%	1%&5%&-8%	-2%&2%&3%	-16&14	?
4) CCOc1ccc(CNC(=O)Cn2ccc3cc(S(=O)(=O)N4CCCCCC4)ccc32)cc1
    -17%	16%	7%	-2%&1%	-38&-23	-2%&7%
5) Cc1cc(NCCCn2ccnc2)n2ncc(-c3ccc(Cl)cc3)c2n1
    7.1µM*	21%	6%	11%	14	-1%
6) O=C(c1ccc(C#Cc2ccccc2)o1)N1CCN(c2ccccn2)CC1
    ?	-23%	0%	1%	?	-18%
7) COc1ccc(NC(=S)N(CCCN2CCC(C)CC2)Cc2cccs2)cc1Cl
    ?	-29%	16µM*	5%	-90*	4%
8) CC1CCCCC1NC(=O)CCS(=O)(=O)c1cc2c(cc1Cl)NC(=O)CO2 (stereo unspecified)
    0%	-5%	3%	-11%	-13	-11%
9) CCCCn1nnnc1SCC(=O)Nc1ccc2c(c1)OCO2
    7%	6%	3%	3%	-4	?
10) CCN(CC)CCNC(=O)c1ccc2nc(CCc3ccccc3)oc2c1
    /	/	/	0%	11	3%
11) COCCCNC(=O)C1c2ccccc2Oc2ccccc21
    -4%	0%	-1%	-18%	3	-11%
12) CCOC(=O)C1CCCN(CCC(=O)Nc2ccc3c(c2)CCC3)C1 (stereo unspecified)
    10%	1%	-9%	0%	-37	12%
13) CC1CCC(CN2C(Nc3ccccc3)=NC[C@@H]2Cc2ccccc2)CC1 (stereo partly specified)
    7.9µM*	4%	/	/	36	/
14) CCc1ccc2c(c1)NC(c1ccc(C)cc1)=NC(c1cccs1)=N2
    /	/	/	-1%	16	26%
15) C=CCSC1=N/C(=C\c2cc(OC)c3c(c2)OCO3)C(=O)S1
    4%	4%	-7%	-2%	28	?
16) COc1ccc(N(CC(=O)Nc2ccccc2C(=O)NCc2ccco2)S(C)(=O)=O)cc1
    16%	-16%	2%	0%	8	1%
17) CCN(CC)C(=O)CSc1cn(CC(=O)N2CCCCCC2)c2ccccc12
    /	/	/	8%	-30	27%
18) Cc1cccc(NC(NC(=O)c2cccnc2)C(Cl)(Cl)Cl)c1 (stereo unspecified)
    4%	0%	-1%	-15%	8	-3%
19) CC[C@@H]1C=C(C(=O)O)[C@H](c2ccc(F)cc2)N1S(=O)(=O)c1ccc(C)cc1
    ?	11%	/	/	7	/
20) Cc1cccc(CN(CC(=O)N/N=C/c2ccco2)S(=O)(=O)c2ccc(Cl)cc2)c1
    -15%	-24%	-8%	?	-33	?
21) CCN(C(=O)CSc1nnc(SC(C)C)s1)C1CCS(=O)(=O)C1 (stereo unspecified)
    15%	1%	/	-1%	-6	-14%
22) O=C(CN1C(=O)NC2(CCCC2)C1=O)OCc1cc(=O)n2cc(Br)ccc2n1
    3%	-21%	7%	13%	-16	4%
23) O=C1CC(c2cccc(O)c2)c2c(nc(SCc3ccccc3F)[nH]c2=O)N1 (stereo unspecified)
    /	/	/	-6%	19	-5%
24) CCOc1ccccc1NC(=O)CSc1nc2nc(-c3cccs3)cc(C(F)(F)F)c2c(=O)[nH]1
    7%	5%	2%	-1%	0	3%
25) O=C(NNC(=O)C1CCCCC1)C(=O)NC1CCCCC1
    -7%	6%	-3%	0%	-12	1%
26) Cc1ccc(-c2nc3ncccc3o2)cc1NC(=O)c1ccc2c(c1)OCO2
    5%	3%	/	/	15	/
27) COc1ccc(NC(=O)CN(c2cccc(C(F)(F)F)c2)S(C)(=O)=O)cc1OC
    6%	-14%	-1%	-5%	50	-6%
28) C/C(=N/NC(=O)c1ccoc1C)c1ccc(N2CCOCC2)cc1
    37%[activator]	6%	2%	0%	68	-3%
29) O=C(Nc1ccccc1N1CCCCC1)c1ncoc1-c1ccc(F)cc1
    ?	3%	-3%	2%	?	-10%
30) Cc1ccc(-c2csc(C(C#N)=C(O)CN3CCN(C(=O)c4ccco4)CC3)n2)cc1
    6%	42%[activator]	/	/	25	/
31) COc1ccc(C2=NN(c3nc(C(=O)O)cs3)C(O)(C(F)(F)F)C2)c(OC)c1 (stereo unspecified)
    6%	108%[activator]	-13%	47%[activator]	-9	3%
32) Cc1cccc(N2CCN(C(=O)CN3C(=O)COc4ccc(S(=O)(=O)N5CCCC5)cc43)CC2)c1C
    /	/	/	2%	-18	5%
33) CC1(C)CC(/C=C/c2ccccc2)=Nc2ccccc2N1
    -19%	0%	-13%	5%	-78*	-6%
34) CCCSc1ncc(Cl)c(C(=O)Nc2sc3c(c2C(=O)NCC)CCCC3)n1
    /	/	/	1%	59	-2%
35) CCOC(=O)CSc1nc(-c2ccccc2)cc(C(F)(F)F)c1C#N
    /	/	/	-1%	14	7%
36) O=[N+]([O-])c1ccc(Nc2nc(NC3CCCCC3)nc(N3CCCC3)n2)cc1
    ?	?	-16%	7%	-73*	4%
37) CC(OC(=O)Cc1n[nH]c(=O)c2ccccc12)C(=O)Nc1ccc(F)cc1Cl (stereo unspecified)
    11%	7%	/	0%	2	?
38) O=C(COc1ccc(F)cc1Br)NCC1COc2ccccc2O1 (stereo unspecified)
    -25%	-5%	/	/	-7	/
39) COc1ccc(C2CC(c3ccc(Cl)cc3)=NN2C(=O)c2cccc([N+](=O)[O-])c2)cc1 (stereo unspecified)
    -2%	-9%[2.32 µM]	0%	-6%	-29	?
40) COC(=O)c1ccc(OCC(O)CN2C(=O)c3ccccc3S2(=O)=O)cc1 (stereo unspecified)
    5µM*	10%	6%	/	-13	5%
41) Nc1nc(SCC(=O)c2ccc(Cl)cc2)c2ncn(C3OC(CO)C(O)C3O)c2n1 (stereo unspecified)
    7%	14%	/	/	-6	/
42) Cc1cn(CC(=O)NCc2ccc3c(c2)OCO3)c(=O)[nH]c1=O
    -12%	12%	/	/	7	/
43) Cc1ccc(Cl)cc1NC(=O)Cn1c(=O)c2ccccc2n2nncc12
    /	/	/	3%	10	10%
44) CC1CC(C)(C)CC(=O)C1C(=O)c1ccccc1 (stereo unspecified)
    3%	-5%	/	3%	5	-1%
45) C[C@]12CC(O)C3C(CCC4=CC(=O)CC[C@@]43C)C1CCC2c1csc(-c2ccccc2)n1 (stereo partly specified)
    ?	-5%	-5%	-11%	-76*	3%
46) Cc1ccc(CNC(=O)Cc2coc3cc(C)cc(C)c23)cc1
    /	/	/	-2%	-24	-8%
47) Cc1nc(NC(=O)c2cc3ccccc3o2)ccc1Br
    /	-6%	3%	4%	-4	?
48) CCOC(=O)c1cc2c(=O)n3cccc(C)c3nc2n(Cc2ccco2)c1=NC(=O)c1ccccc1
    ?	-3%&-16%	/	-31%	?	-8%
49) COc1ccc(OCC(O)CNC(C)c2ccccc2)cc1 (stereo unspecified)
    -29%	8%	-22%	14%	?	2%
50) COc1ccc(OC)c(S(=O)(=O)Nc2ccc3[nH]c(=O)[nH]c3c2)c1
    6%	-3%	5%	8%&4%	-21&13	-8%&12%
51) COc1cc(C=O)cc(Br)c1OCC(N)=O
    19%	13%	-1%	/	?	9%
52) CCOc1ccc2oc(C(=O)Nc3ccc4c(c3)OCO4)c(C)c2c1
    -19%	-14%	-19%	-12%	13	0%
53) CC(C)OP(=O)(OC(C)C)C(Nc1ccccc1)c1ccc2c(c1)OCO2 (stereo unspecified)
    7%	7%	1%	-11%	-19	3%
54) COc1ccc(-c2nnc(Nc3ccc(CC(N)=O)cc3)c3ccccc23)cc1
    -7%	-13%	-5%	-4%	-31	-13%
55) O=C(CCCCCn1c(=S)[nH]c2cc3c(cc2c1=O)OCO3)N1CCN(C(=O)c2ccco2)CC1
    ?	32%[activator]	-2%	-5%	-10	0%
56) CCC(C)N1CC23C=CC(O2)C(C(=O)OCc2ccccc2)C3C1=O (stereo unspecified)
    -2%	-12%	6%	-25%	5	0%
57) Cc1cc(NS(=O)(=O)c2ccc(NC(=O)COc3ccc(Br)cc3C)cc2)no1
    /	/	/	-10%	11	-13%
58) CCc1c(C)nc(SCC(=O)N2CCCCC2)[nH]c1=O
    16%	0%	?	2%	123	?
59) CSc1nc(C)c(Br)c(N2CC2)n1
    ?	5%	/	/	?	/
60) COc1ccc(CNC(=O)c2ccc3c(c2)N=C(C)c2c(C)ccc(C)c2S3)cc1
    /	/	/	2%	-6	8%
